Source: PubChem BioAssay
ATXN2 expr inh = inhibitors of ATXN2 expression; HEK-293 ATXN2-luciferase reporter, luminescence, 24 h; Potency, µM (highest dose often 57 µM), for the others: top-dose activity change, negative = inhibition, most hits filed as inhibitors; 360,000 tested, 0.72% active; AID 1745845; also: potency is read from the fitted curve at half-maximal effect; % is scaled to controls: 0 for no effect and ±100 for the full control effect; nearly all actives have a fitted effect of over 55% in size
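qHTS (up to 57 uM final) was run with 24 h compound exposure of reporter cells at 37 °C. Each well was multiplexed: SteadyGlo luminescence measured ATXN2-luciferase expression after a fluorogenic Gly-Phe-AFC viability readout (25 uM final).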
WRN inhibitor = inhibitors of human WRN helicase; WRN helicase unwinding, fluorescent forked duplex, kinetic; 360,000 tested, 0.46% active; AID 651768; Potency, µM (top dose mostly 114 µM), without a hit: at the highest dose activity change, negative = inhibition, actives largely listed as inhibitors; also: potency is read from the fitted curve at half-maximal effect; % is scaled to controls: 0 for no effect and ±100 for the full control effect; nearly all actives have a fitted effect of over 55% in size
Target sequence (Q14191 whole entry, looked up): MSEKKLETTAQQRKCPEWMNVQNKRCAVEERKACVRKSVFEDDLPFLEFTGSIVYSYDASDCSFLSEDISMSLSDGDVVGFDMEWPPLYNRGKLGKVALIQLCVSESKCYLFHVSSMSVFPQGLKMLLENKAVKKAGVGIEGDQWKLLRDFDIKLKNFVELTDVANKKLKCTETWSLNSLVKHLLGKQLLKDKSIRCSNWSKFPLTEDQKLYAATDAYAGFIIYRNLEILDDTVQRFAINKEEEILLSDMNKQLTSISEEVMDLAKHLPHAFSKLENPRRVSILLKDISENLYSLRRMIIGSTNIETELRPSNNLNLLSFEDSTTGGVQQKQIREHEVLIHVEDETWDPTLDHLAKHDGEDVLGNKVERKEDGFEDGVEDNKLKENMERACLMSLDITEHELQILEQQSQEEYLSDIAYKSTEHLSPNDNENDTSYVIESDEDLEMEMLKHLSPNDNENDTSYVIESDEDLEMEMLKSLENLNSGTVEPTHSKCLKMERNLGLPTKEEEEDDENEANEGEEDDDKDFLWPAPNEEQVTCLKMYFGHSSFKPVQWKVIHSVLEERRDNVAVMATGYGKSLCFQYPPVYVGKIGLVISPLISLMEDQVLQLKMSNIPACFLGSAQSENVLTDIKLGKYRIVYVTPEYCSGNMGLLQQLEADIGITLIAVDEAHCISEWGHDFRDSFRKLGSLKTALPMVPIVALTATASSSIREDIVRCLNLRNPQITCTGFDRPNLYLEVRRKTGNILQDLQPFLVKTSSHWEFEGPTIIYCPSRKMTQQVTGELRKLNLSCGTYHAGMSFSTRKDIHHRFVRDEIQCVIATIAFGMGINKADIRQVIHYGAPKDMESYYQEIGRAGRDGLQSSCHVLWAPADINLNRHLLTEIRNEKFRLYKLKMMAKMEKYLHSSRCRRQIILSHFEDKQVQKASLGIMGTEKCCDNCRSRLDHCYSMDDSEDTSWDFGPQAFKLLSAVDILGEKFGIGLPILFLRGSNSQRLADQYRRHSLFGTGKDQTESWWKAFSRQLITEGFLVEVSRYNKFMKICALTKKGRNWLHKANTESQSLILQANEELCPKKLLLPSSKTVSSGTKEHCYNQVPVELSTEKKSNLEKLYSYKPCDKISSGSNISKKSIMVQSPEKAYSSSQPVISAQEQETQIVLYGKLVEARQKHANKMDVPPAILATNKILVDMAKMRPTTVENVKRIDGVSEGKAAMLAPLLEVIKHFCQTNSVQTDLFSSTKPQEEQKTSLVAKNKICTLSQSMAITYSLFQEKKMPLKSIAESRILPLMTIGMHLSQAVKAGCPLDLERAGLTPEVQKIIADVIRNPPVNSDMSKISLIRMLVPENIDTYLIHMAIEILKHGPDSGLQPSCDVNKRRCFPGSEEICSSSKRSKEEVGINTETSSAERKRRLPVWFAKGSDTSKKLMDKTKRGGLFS
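Screening of the MLSMR collection measured strand separation of a quenched forked DNA duplex (100 nM) by 20 nM WRN with 2 mM ATP, all final. Compounds were preincubated with enzyme 15 min at room temperature.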
HT1080-NT tox = kills 2HG-producing HT-1080-NT fibrosarcoma cells; AID 686970; Potency, µM (top dose mostly 46.1 µM), inactives show top-dose activity, negative = less viability, actives largely listed as cytotoxic; 360,000 tested, 1.6% active; HT-1080-NT fibrosarcoma viability, CellTiter-Glo ATP luminescence, 48 h;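 also: NT is the 2HG producing partner of a matched IDH1 knockdown line; potency is read from the fitted curve at half-maximal effect; 0% = DMSO-treated cells and -100% = media-only wells without cells; nearly all actives have a fitted effect of over 55% in size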
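A 48-hour cytotoxicity screen used HT-1080-NT cells plated 2 hours before compound delivery. ATP-based CellTiter-Glo luminescence measured viability, normalized to DMSO and no-cell controls.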
KB-V1 MDR tox = KB-V1 MDR subline cytotoxicity | KB-V1 MDR cells viability, CellTiter-Glo, 72 h | Potency, µM (doses to about 46.1 µM), without a hit: at the highest dose activity change, negative = cytotoxicity, most hits filed as cytotoxic | 400,000 tested, 3.4% active; also: potency is read from the fitted curve at half-maximal effect; % is scaled to controls: 0 for no effect and ±100 for the full control effect; nearly all actives have a fitted effect of over 60% in size
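Drug-selected KB-V1 cells, grown in DMEM lacking phenol red with 10% FBS, receive compound titrations; after three days at 37 degrees C, surviving cell ATP is quantified by CellTiter-Glo luminescence and responses normalized and curve-fitted.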
MCF10A rereplic = induces DNA re-replication in MCF 10a normal breast cells | MCF 10A DNA re-replication, Hoechst nuclear intensity, 48 h | Potency, µM (top dose mostly 46.1 µM), without a hit: top-dose activity, positive = re-replication, most hits filed as activators | 350,000 tested, 2.9% active; also: potency is read from the fitted curve at half-maximal effect; % of control where 0% means no effect; nearly all actives have a fitted effect of over 50% in size
HT1080 IDH1KD tx = kills HT-1080 cells with IDH1 knockdown; 360,000 tested, 2% active; AID 686971; Potency, µM (titrated, usually from 46.1 µM), inactives show top-dose activity, negative = toxicity, most hits filed as cytotoxic; HT-1080 IDH1 knockdown viability, ATP luminescence, 48 h;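 also: potency is read from the fitted curve at half-maximal effect; 0% = DMSO wells and -100% = cell-free medium wells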
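In this qHTS, HT-1080 cells depleted of IDH1 are exposed for 48 h at 37 °C to compound titrations. Toxicity is scored from CellTiter-Glo luminescence, with DMSO as full viability and medium alone as none.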
IL1B secr inh = inflammasome signaling inhibition, IL-1 beta readout | THP-1 LPS/ATP IL-1B secretion, AlphaLISA, 16 h; hits give low values | activity change, % at 57.5 µM | 360,000 tested, 4.7% active; in the data active = activity change below about -50%; inconclusive = mostly about -30% to -49%; also: % is scaled to controls: 0 for no effect and ±100 for the full control effect
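THP-1 cells pretreated 1 hr with compounds (up to 57.5 uM final), then stimulated with LPS (250 ng/mL final) plus ATP (1.25 mM final); secreted IL-1B measured by AlphaLISA after 16 hr, decreased signal indicating inhibition.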
KB-3-1 tox = kills parental KB-3-1 adenocarcinoma cells. Potency, µM (doses to about 46.1 µM), for the others: at the top dose activity change, negative = cytotoxic, most hits filed as cytotoxic. KB-3-1 viability, CellTiter-Glo ATP luminescence, 72 h. 400,000 tested, 1.4% active; also: potency is read from the fitted curve at half-maximal effect; % is scaled to controls: 0 for no effect and ±100 for the full control effect; nearly all actives have a fitted effect of over 60% in size
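Cytotoxicity measured as CellTiter-Glo luminescence after 72 h at 37 C. Compound titrations were pinned onto drug-naive KB-3-1 parental adenocarcinoma cells grown in DMEM with 10% FBS, and normalized data fitted to concentration-response curves.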
SW480 rerep = DNA re-replication induction in SW480 cells | Potency, µM (series often up to 46.1 µM), inactives show at the highest dose re-replication activation, most hits filed as activators | 340,000 tested, 1.8% active | AID 624297 | SW480 DNA re-replication, Hoechst DNA content imaging, 48 h; also: potency is read from the fitted curve at half-maximal effect; % of control where 0% means no effect; nearly all actives have a fitted effect of over 55% in size
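Readout is total intensity of Hoechst-stained nuclei, excited at 405 nm and collected at 500-530 nm. Compound treatment lasted 48 hr at 37 C in 5% CO2 before staining.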
An asterisk follows results filed as active; u = inconclusive; x = not tested or not shown; [ ] = another dose, or the depositor's remark. Unless noted, calls follow the shape of the dose curve; as a rule, active = well fitted curve in the direction sought with a large enough effect; inconclusive = small, poorly fitted or top-dose-only effect, or another doubt; inactive = no such curve, though single readings can be large; an effect the other way counts as inactive or inconclusive.

SMILES	ATXN2 expr inh	WRN inhibitor	HT1080-NT tox	KB-V1 MDR tox	MCF10A rereplic	HT1080 IDH1KD tx	IL1B secr inh	KB-3-1 tox	SW480 rerep
COc1ccc(NC(=O)COC(=O)CCOc2ccccc2C)cc1Cl	3%	-3%	1%	u	40%	-1%	-4	-2%	u
C=CSc1sc(Cl)c(N2CCOCC2)c1[N+](=O)[O-]	-7%	-10%	u	-28%	u	u	-105*	u	u
N=C(N)Cc1ccccc1Sc1ccccc1	-5%	3%	-3%	-19%	5%	-18%	u	14%	-50%[inhibitor]
S=c1nc(C23CC4CC(CC(C4)C2)C3)[nH][nH]1	-4%	1%	-5%	11%	u	-4%	10	0%	-11%
C#CCOCCOCCOCCNc1nc(N2CCN(C(=O)[C@H](CCCN=C(N)N)n3cc(C(N)[C@@H](C)CC)nn3)CC2)nc(N2CCN(C(=O)[C@H](CC(N)=O)n3cc([C@@H](N)C(C)C)nn3)CC2)n1 (stereo partly drawn)	4%	-2%	-23%	22%	2%	0%	23	28%	-6%
C[C@H](CO)N1C[C@H](C)[C@@H](CN(C)S(=O)(=O)c2cccs2)Oc2c(NC(=O)C3CCCCC3)cccc2C1=O	4%	-14%	-3%	3%	10%	-3%	8	-12%	-1%
COC(=O)c1ccc(CN2CCCC(CNC(=O)Cc3ccc(OC)cc3)C2)cc1 (stereo not drawn)	4%	-1%	4%	u	6%	-2%	17	-2%	-4%
O=C(Nc1cc(C(F)(F)F)ccc1Cl)C(NCc1ccccc1)c1ccccc1 (stereo not drawn)	5%	-1%	-1%	21µM*	u	0%	7	-14%	u
O=C(CSc1nc(=O)n(Cc2ccccn2)c2c1CCC2)Nc1ccc(F)cc1F	13%	-10%	7%	-3%	0%	1%	-19	12%	-585%[inhibitor]
CCOc1ccccc1C(=O)NCC(=O)Nc1ncccc1C	3%	4%	5%	u	2%	9%	7	0%	-3%
CC(OC(=O)C1CCN(S(=O)(=O)c2ccc3c(c2)OCCO3)CC1)C(=O)N(C)c1ccccc1 (stereo not drawn)	x	3%	6%	-23%	9%	7%	34	-4%	-2%
O=C1c2ccccc2C(=O)N1CCCn1nnc(-c2ccc(N3CCOCC3)cc2)n1	3%	-13%	2%	3%	-7%	u	-5	-3%	-1%
O=C(NCc1ccco1)c1noc2c1CCCC2	12%	-1%	u	-9%	4%	u	-2	7%	u
Cc1nn(C(C)C)c(C)c1CN1CCCC(C(=O)c2cccc(OC(C)C)c2)C1 (stereo not drawn)	u	-8%	-1%	-4%	3%	-2%	u	-35%	5%
CCCc1cc(C(=O)O)c2ccccc2n1	6%	1%	1%	4%	-1%	4%	-5	2%	-12%
O=C(C[C@H]1C[C@H](C(=O)N2CCCCC2)[C@@]2(CCc3ccccc3)c3[nH]c4cc(-c5ccco5)ccc4c3CCN2C1=O)NCCN1CCOCC1	u	-6%	u	u	23µM*	u	-58*	18µM*	u
O=C1OCCN1C(=O)[C@H]1[C@H](c2ccccc2)C(c2ccccc2)=NN1c1ccccc1	-10%	-4%	-6%	0%	21µM*	-8%	-7	0%	-5%
COC(=O)C(C)Sc1ccc2nnc(CCNS(=O)(=O)c3ccccc3)n2n1 (stereo not drawn)	x	8%	16%	-4%	0%	10%	-21	3%	-7%
COc1ncc(-c2ccc(N3C(c4ccsc4)=Cc4ccc(F)cc4C3CC(C)=O)cc2)cn1 (stereo not drawn)	3%	-4%	0%	2%	x	-3%	63	-29%	x
O=C(Nc1ccc(COc2ccccc2)cc1)c1cccc([N+](=O)[O-])c1	-7%	5%	-19%	2%	u	-17%	0	1%	-38%[inhibitor]
Cc1ccc(S(=O)(=O)N(Cc2ccccc2)c2ccccn2)cc1[N+](=O)[O-]	-9%	-14%	-8%	u	-3%	-3%	-7	20%	8%
O=C(O)CCSC1CC(=O)N(c2ccccc2)C1=O (stereo not drawn)	11%	-7%	7%	7%	-1%	10%	14	4%	-8%
CC1Oc2ccccc2N(Cc2cccc(F)c2)C1=O (stereo not drawn)	x	5%	-10%	-6%	0%	-1%	5	-4%	0%
CCc1c(C)c2c(C)[nH]nc2oc1=O	3%	-1%	12%	13%	18%	14%	-13	1%	-5%
COc1ccc(-c2cc(NC(C)=O)c3ncc(-c4cccc(C(F)(F)F)c4)n3c2)c(OC)c1	-25%	-9%	-29%	4%	x	u	-5	0%	x

The last three compounds of the part before open the next one.
SMILES	ATXN2 expr inh	WRN inhibitor	HT1080-NT tox	KB-V1 MDR tox	MCF10A rereplic	HT1080 IDH1KD tx	IL1B secr inh	KB-3-1 tox	SW480 rerep
CC1Oc2ccccc2N(Cc2cccc(F)c2)C1=O (stereo not drawn)	x	5%	-10%	-6%	0%	-1%	5	-4%	0%
CCc1c(C)c2c(C)[nH]nc2oc1=O	3%	-1%	12%	13%	18%	14%	-13	1%	-5%
COc1ccc(-c2cc(NC(C)=O)c3ncc(-c4cccc(C(F)(F)F)c4)n3c2)c(OC)c1	-25%	-9%	-29%	4%	x	u	-5	0%	x
COc1ccccc1C(=O)NC(CCSC)C(=O)NCC(c1cccs1)N(C)C (stereo not drawn)	5%	-16%	3%	u	-1%	4%	3	-9%	-3%
O=C(CNC(=O)c1cccc(F)c1)N/N=C/c1cc(Br)ccc1OCc1ccccc1	-12%	-1%	-26%	-3%	u	-16%	-17	-30%	14%
CC(=O)N1c2ccc(S(=O)(=O)N3CCCCC3)cc2CC1C(=O)NCc1ccc(N(C)C)cc1 (stereo not drawn)	11%	-5%	6%	2%	u	7%	-17	-6%	1%
O=C(Nc1ccccc1C(=O)O)c1cccc(NC(=O)c2ccccc2Br)c1	6%	-24%	-10%	29%	17%	-16%	29	-8%	-3%
O=C(N/N=C/C=C\c1ccc([N+](=O)[O-])cc1)c1cccnc1	-2%	-10%	-1%	u	1%	5%	6	27%	-3%
Clc1ccccc1OCCn1ccnc1	-5%	6%	2%[9.24 µM]	10%	-7%	18%	0	-17%	-1%
COc1ccc(NC(=O)c2cc(S(=O)(=O)N3CCCCC3)c[nH]2)cc1	6%	-2%	2%	-17%	-4%	-11%	21	-16%	-3%
COc1ccccc1NC(=O)c1cnc(SCC(=O)NCC2CCCO2)n(C)c1=O (stereo not drawn)	-21%	u	-40%	-13%	u	-23%	-97*	u	u
CCCCc1cc(=O)oc2cc(C)cc(OCC(=O)N[C@@H](CSCc3ccccc3)C(=O)O)c12	4%	-5%	7%	11%	-18%	8%	14	0%	-25%
O=C(Nc1ccccc1Br)C1CCN(S(=O)(=O)c2cccs2)CC1	-15%	-4%	6%	-15%	10%	9%	u	6%	0%
CC/C(=N\O)c1ccc(OC)c(OC)c1	-23%	-3%	1%	-23%	u	-1%	3	-15%	19%
O=C(COc1ccc(Cl)cc1Br)NC1CC1	x	-5%	5%	u	2%	2%	6	-19%	-4%
Cc1ccc(C(=O)OCC(=O)N2CCCC2)cc1	0%	-4%	-1%	4%	-6%	1%	-2	-3%	-9%
Cc1cnc(-c2nc3ccccc3n2C(C(=O)NC(C)(C)C)c2cc3ccccc3o2)cn1 (stereo not drawn)	x	0%	0%	-3%	x	0%	28	8%	x
Cc1cccc2cc(CN(CCCO)C(=O)Nc3ccc(Cl)cc3)c(=O)[nH]c12	3%	-7%	u	u	7%	u	u	u	0%[9.22 µM]
CCOc1ccccc1N(C)C(=O)c1cn(C)c(=O)c2ccccc12	-9%	1%	0%	11%	-5%	11%	31	20%	0%
Cn1c(CNC(=O)c2ccco2)nnc1SCC(=O)c1ccc(Br)cc1	-1%	4%	-3%	-7%	0%	-2%	-11	-2%	0%
O=C1C=CC(=O)N1CCNc1ncc(C(F)(F)F)cc1Cl	25µM*	-9%	u	u	5.8µM*	23µM*	-21	u	8.2µM*
CC(C(=O)Nc1ccc(C#N)cc1)N(C)Cc1cccs1 (stereo not drawn)	-8%	4%	-6%	-19%	0%	-12%	-14	-2%	-6%
O=C(Cc1ccc(Cl)c(Cl)c1)Nc1ccc(SC(F)F)cc1	x	-7%	u	23%	u	u	-96*	2%	3%

Part of the list above, as labelled records.
CCCCc1cc(=O)oc2cc(C)cc(OCC(=O)N[C@@H](CSCc3ccccc3)C(=O)O)c12
- ATXN2 expr inh: 4%
- WRN inhibitor: -5%
- HT1080-NT tox: 7%
- KB-V1 MDR tox: 11%
- MCF10A rereplic: -18%
- HT1080 IDH1KD tx: 8%
- IL1B secr inh: 14
- KB-3-1 tox: 0%
- SW480 rerep: -25%

O=C(Nc1ccccc1Br)C1CCN(S(=O)(=O)c2cccs2)CC1
- ATXN2 expr inh: -15%
- WRN inhibitor: -4%
- HT1080-NT tox: 6%
- KB-V1 MDR tox: -15%
- MCF10A rereplic: 10%
- HT1080 IDH1KD tx: 9%
- IL1B secr inh: u
- KB-3-1 tox: 6%
- SW480 rerep: 0%

CC/C(=N\O)c1ccc(OC)c(OC)c1
- ATXN2 expr inh: -23%
- WRN inhibitor: -3%
- HT1080-NT tox: 1%
- KB-V1 MDR tox: -23%
- MCF10A rereplic: u
- HT1080 IDH1KD tx: -1%
- IL1B secr inh: 3
- KB-3-1 tox: -15%
- SW480 rerep: 19%

O=C(COc1ccc(Cl)cc1Br)NC1CC1
- ATXN2 expr inh: x
- WRN inhibitor: -5%
- HT1080-NT tox: 5%
- KB-V1 MDR tox: u
- MCF10A rereplic: 2%
- HT1080 IDH1KD tx: 2%
- IL1B secr inh: 6
- KB-3-1 tox: -19%
- SW480 rerep: -4%
